Assay outcomes from PubChem.
KCNH2 3.1 block: qHTS for Inhibitors of KCHN2 3.1: Mutant qHTS. Potassium voltage-gated channel subfamily H member 2, brain isoform KCNH2 3.1 (human). AID 720553, 2013. hit rate 0.95% among 340,000. U2OS KCNH2 3.1, thallium flux FluxOr; active compounds read low. activity change, % (tested at about 1.8 µM);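 active means maximum activity change below -70%; inconclusive means maximum activity change from -70% to -50%; inactive means maximum activity change above -50%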;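 further: thallium influx rate constant from kinetic fluorescence after stimulation buffer; on the % scale 0 is the no-effect control and ±100 the full control effect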
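Channel expression came from 3.1 mutant virus (1.77 x 10^8 /mL) applied to suspended U2OS cells for 4 h. Flux was tracked with FluxOr dye plus Red40 quencher, and kinetic rate constants normalized to controls.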
VP16 counter: VP16 counterscreen qHTS for inhibitors of ROR gamma transcriptional activity; Drosophila S2 Gal4-VP16 UAS-luciferase, luminescence, 20 h; Potency, µM (series often up to 53.6 µM), for the others: at the highest dose activity, negative = inhibition, most hits filed as inhibitors; hit rate 3.5% among 310,000; AID 2546, 2010;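 further: Gal4-VP16 expression switched on by copper sulfate through the metallothionein promoter; potency means the concentration at half of the fitted maximal effect; on the % scale 0 is the no-effect control and ±100 the full control effect; nearly all actives have a fitted effect of over 50% in size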
Tb PFK inh: qHTS Assay to Find Inhibitors of T. brucei phosphofructokinase | ATP-dependent 6-phosphofructokinase (Trypanosoma brucei brucei), O15648 | T. brucei PFK, ADP-Glo luminescence | Potency, µM (highest dose often 57.5 µM), inactives show top-dose activity, negative = inhibition, most hits filed as inhibitors | hit rate 0.17% among 330,000 | AID 485367, 2010;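 further: potency means the concentration at half of the fitted maximal effect; 0% = uninhibited 1x PFK enzyme wells and -100% = no-enzyme wells; nearly all actives have a fitted effect of over 60% in size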
Target sequence (O15648 whole entry, looked up): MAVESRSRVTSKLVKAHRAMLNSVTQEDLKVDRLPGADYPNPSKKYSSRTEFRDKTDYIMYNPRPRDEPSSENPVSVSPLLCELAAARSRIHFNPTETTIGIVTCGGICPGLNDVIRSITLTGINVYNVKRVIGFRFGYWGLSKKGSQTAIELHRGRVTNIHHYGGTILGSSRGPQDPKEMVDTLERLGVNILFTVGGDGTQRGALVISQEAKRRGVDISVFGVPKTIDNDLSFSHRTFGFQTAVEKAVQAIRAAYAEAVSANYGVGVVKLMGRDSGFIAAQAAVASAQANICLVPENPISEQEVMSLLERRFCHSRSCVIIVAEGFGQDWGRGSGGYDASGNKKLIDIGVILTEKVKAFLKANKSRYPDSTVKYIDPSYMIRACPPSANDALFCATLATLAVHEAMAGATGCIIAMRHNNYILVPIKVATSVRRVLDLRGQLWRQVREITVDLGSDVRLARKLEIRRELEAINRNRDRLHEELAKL
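In TEA buffer at pH 8.0 with 5 mM MgCl2, enzyme (1.25 nM) converted F6P (0.5 mM) and ATP (0.1 mM) for 45 min at room temperature. ADP product was read by luciferase luminescence.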
Coupling enz: qHTS Assay for Inhibitors of Fructose-1,6-bisphosphate Aldolase from Giardia Lamblia: Coupling assay counterscreen; activity change, negative = inhibition, % at 58.2 µM, hits read low; coupling enzyme system counterscreen, AmpLite Red fluorescence; hit rate 0.67% among 290,000; in the data active means activity change below about -30%; further: on the % scale 0 is the no-effect control and ±100 the full control effect
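First, compound is pin-transferred into glyceraldehyde-3-phosphate coupling-enzyme reagent at 57.5 uM final and held 10 min at RT. Next, substrate, coupling system and AmpLite Red are added. After 20 min RT, fluorescence (525/598 nm) is read.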
NPC1 promoter act: qHTS Assay for NPC1 Promoter Activators | Huh7 NPC1 promoter luciferase reporter, 24 h | Potency, µM (highest dose often 9.22 µM), for inactives: top-dose activation, usual class: activators | hit rate 2.4% among 320,000;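 further: potency means the concentration at half of the fitted maximal effect; % of control where 0% means no effect; nearly all actives have a fitted effect of over 60% in size; reporter is driven by a mutant NPC1 promoter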
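Luminescence read-out of NPC1 promoter-driven luciferase in stably transfected Huh7 cells; compounds delivered in DMSO and left 24 h at 37C, 5% CO2, qHTS titration format.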
FLuc modulator: qHTS profiling assay for firefly luciferase inhibitor/activator using purifed enzyme and Km concentrations of substrates (counterscreen for miR-21 project); purified FLuc, Km substrates, luminescence inhibition; Potency, µM (top dose mostly 57.5 µM), for the others: at the top dose activity change, negative = inhibition, most hits filed as inhibitors; hit rate 6.9% among 360,000; AID 588342, 2011;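 further: potency means the concentration at half of the fitted maximal effect; plate controls were vehicle for no effect and reference inhibitor for full effect; nearly all actives have a fitted effect of over 55% in size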
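Purified P. pyralis luciferase (10nM final) with 10uM D-luciferin and 10uM ATP (Km levels) in 50mM Tris acetate pH 7.5, 10mM Mg acetate, 0.01% Tween-20, 0.05% BSA; qHTS 6-point titration, ~60 µM downward; luminescence read.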
uPA surface inh: qHTS for Inhibitors of Cell Surface uPA Generation. cell surface uPA generation assay, qHTS. Potency, µM (series often up to 38.3 µM), for inactives: top-dose activity change, negative = inhibition, usual class: inhibitors. hit rate 0.31% among 330,000; active means well fitted inhibition curve with a large enough effect; inconclusive means small, poorly fitted or top-dose-only effect; inactive means no such curve, though single readings can be large or run the other way; tested in mouse RAW 264.7 cells; further: potency means the concentration at half of the fitted maximal effect; on the % scale 0 is the no-effect control and ±100 the full control effect; nearly all actives have a fitted effect of over 55% in size
Rab9 prom act: qHTS Assay for Rab9 Promoter Activators. hit rate 2.8% among 320,000. Potency, µM (highest dose often 9.22 µM), for inactives: top-dose activation, negative = inhibition, usual class: activators. Huh7 Rab9 promoter-luciferase reporter, luminescence, 24 h; further: potency means the concentration at half of the fitted maximal effect; % of control where 0% means no effect; nearly all actives have a fitted effect of over 60% in size
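Huh7 cells stably carrying a Rab9 promoter-luciferase reporter, 1500 cells per well in OP-MEM I with 10% FBS, treated with compound 24 hours at 37C. Luciferase activity read by luminescence after 10 minutes with Amplite reagent.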
ELG1 genotoxic: qHTS screen for small molecules that induce genotoxicity in human embryonic kidney (HEK293T) cells expressing luciferase-tagged ELG1 | HEK293T ELG1-luciferase reporter, luminescence, 16 h | Potency, µM (top dose mostly 46 µM), for the others: at the highest dose activity change, positive = activation, usual class: activators | hit rate 1.3% among 330,000; further: potency means the concentration at half of the fitted maximal effect; % of control where 0% means no effect; nearly all actives have a fitted effect of over 60% in size
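HEK293T cells expressing luciferase-tagged ELG1 were exposed to compound or DMSO vehicle for 16 hr at 37 °C and 5% CO2. Luciferase activity was then measured with ONE-Glo after 30 min at room temperature.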
RORgamma inh: qHTS for inhibitors of ROR gamma transcriptional activity | AID 2551, 2010 | hit rate 5.4% among 310,000 | Nuclear receptor ROR-gamma (Mus musculus), P51450 | Potency, µM (series often up to 53.6 µM), for inactives: top-dose activity change, negative = inhibition, most hits filed as inhibitors | Drosophila S2 Gal4-RORgamma UAS-luciferase reporter, 20 h; further: potency means the concentration at half of the fitted maximal effect; on the % scale 0 is the no-effect control and ±100 the full control effect; nearly all actives have a fitted effect of over 60% in size
Target sequence (P51450 whole entry, looked up, the tested form may be a part): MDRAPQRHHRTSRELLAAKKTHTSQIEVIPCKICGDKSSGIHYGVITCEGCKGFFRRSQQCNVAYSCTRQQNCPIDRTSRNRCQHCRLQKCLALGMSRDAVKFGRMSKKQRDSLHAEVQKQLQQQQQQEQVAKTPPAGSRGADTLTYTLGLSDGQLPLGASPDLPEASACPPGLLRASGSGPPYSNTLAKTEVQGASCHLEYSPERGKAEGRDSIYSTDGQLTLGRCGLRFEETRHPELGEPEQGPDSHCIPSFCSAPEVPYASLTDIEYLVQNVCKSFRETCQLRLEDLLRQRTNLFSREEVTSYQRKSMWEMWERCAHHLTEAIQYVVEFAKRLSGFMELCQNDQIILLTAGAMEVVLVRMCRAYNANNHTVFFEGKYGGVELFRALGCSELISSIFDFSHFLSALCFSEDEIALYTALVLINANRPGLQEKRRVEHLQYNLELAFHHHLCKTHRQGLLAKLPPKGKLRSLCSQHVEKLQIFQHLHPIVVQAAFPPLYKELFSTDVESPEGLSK
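In this cell-based reporter format, copper sulfate (700 uM final) drives Gal4–ROR gamma fusion expression from a metallothionein promoter in Drosophila Schneider cells; compounds preincubated 1 hr, reporter read after 20 hr at ambient temperature.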
Giardia killer: Small Molecules that selectively kill Giardia lamblia: qHTS. Giardia lamblia trophozoite viability. activity change, % at 7.66 µM, hits read low. hit rate 0.15% among 340,000. AID 540267, 2011; in the data active means activity change below about -80%; inconclusive means between about -30% and that limit;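 further: parasites exposed to compound for two days anaerobically before the ATP read; on the % scale 0 is the no-effect control and ±100 the full control effect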
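Trophozoite viability was measured as ATP-dependent luminescence, read 15-30 min after reagent addition. Before that, parasites at 100 cells/well were exposed to compounds for 48 h, anaerobically, at 37 deg C.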
Starred values were filed as active, the others as inactive; ? = inconclusive; nt = no result given; [ ] = another dose, or the depositor's remark. Unless noted, the call rests on the fitted dose curve; in most records, active means well fitted curve in the direction sought with a large enough effect; inconclusive means small, poorly fitted or top-dose-only effect, or another doubt; inactive means no such curve, though single readings can be large; an effect the other way counts as inactive or inconclusive.

SMILES	KCNH2 3.1 block	VP16 counter	Tb PFK inh	Coupling enz	NPC1 promoter act	FLuc modulator	uPA surface inh	Rab9 prom act	ELG1 genotoxic	RORgamma inh	Giardia killer
O=C(COc1ccccc1[N+](=O)[O-])N/N=C/c1ccccn1	-1	9%	0%	1	3%	-24%	5%	16%	6%	11%	-11
Cc1cc(C)cc(NC(=O)CCNS(=O)(=O)c2cc(Br)cnc2N)c1	5	4%	2%	nt	0%	-2%	3%	-6%	-1%	-1%	-11
NC(=O)c1nsc(C(=O)N(CC(=O)NC2CCCCC2)c2cccc(F)c2)c1N	-8	13%	-1%	1	-1%	0%	2%	0%	0%	19%	-20
CN(C)S(=O)(=O)c1ccc(N2CCCC2)c(C(=O)NNC(=O)COc2ccccc2Cl)c1	-7	nt	-8%	nt	-3%	2%	1%	2%	-1%	nt	10
CCCCNC(=O)CSc1nc2ccc(NC(=O)CSc3nnc(N)s3)cc2s1	9	?	0%	0	-8%	?	-3%	-4%	5%	?	0
CCOc1ccc(CC(=O)C2C(=O)CCCC2=O)cc1OCC	-2	1%	-4%	1	0%	-1%	-5%	5%	0%	-3%	-3
CCOc1ccccc1N1CCN(C(=O)c2c(C)noc2C)CC1	11	4%	-2%	3	-5%	1%	nt	3%	0%	-11%	-2
COC(=O)c1cccc(NC(=S)Nc2cccc(Cl)c2Cl)c1	1	2%	-17%	-1	-6%	4%	-2%	1%	2%	-15%	-3
Clc1ccccc1OCc1nc(-c2ccccn2)no1	-4	-28%	-12%	2	0.45µM*	1.9µM*	4%	0.32µM*	4.6µM*	?	3
Cc1cc(NC(=O)COc2ccccc2)n(-c2ccccc2)n1	19	-10%	3%	-2	17%	2%	-10%	1%	-8%	-7%	21
Cc1cc(C)cc(N(CC(=O)N/N=C/c2ccncc2)S(=O)(=O)c2ccccc2)c1	-49	-8%	-4%	4	-2%	3%	0%	-13%	-1%	-19%	-9
Oc1cc(-n2cccn2)c(O)cc1-n1cccn1	12	13µM*	19µM*	-7	-1%	17µM*	-9%	-2%	?	?	-12
COc1ccc(C2C3C(=O)N(Cc4ccccc4)C(=O)C3ON2c2ccccc2)c(OC)c1OC (stereo not given)	-15	-11%	-2%	-2	-2%	2%	5%	-1%	-7%	18%	14
CCN(CC)S(=O)(=O)c1cc(NC(=O)COC(=O)CCC(=O)c2ccc(F)cc2)ccc1C	0	-5%	1%	0	-1%	-10%	4%	0%	2%	-15%	25
Cc1c(Cl)cccc1NC(=S)NCCN1CCOCC1	4	-10%	3%	1	1%	-1%	3%	-3%	1%	?	11
CC(C)N(C(=O)COC(=O)CCC(=O)c1cccs1)c1ccccc1	24	nt	6%	nt	nt	nt	-6%	nt	0%	nt	17
N#CC1=C(N)Oc2n[nH]c(-c3cccnc3)c2C1c1cc(F)ccc1F (stereo not given)	5	-6%[10 µM]	1%	2	7%	0%	-6%	-1%	-18%	5%	-2
CCn1c(SCC(=O)N/N=C/c2ccc(O)c(OC)c2)nc2ccccc21	-5	-14%	-2%	3	1%	?	2%	3%	-1%	22%	27
COc1ccc(C(=O)Nc2ccc(S(=O)(=O)N3CCCCC3)cc2)cc1	6	-13%	-1%	-1	-2%	1%	-2%	-5%	-5%	?	8
O=C(COc1cc(F)ccc1[N+](=O)[O-])N1N=C(c2cccs2)CC1c1ccco1 (stereo not given)	6	nt	2%	nt	-3%	-9%	-6%	2%	2%	nt	8

Among those listed so far, these have an aryl methoxy group:
SMILES	KCNH2 3.1 block	VP16 counter	Tb PFK inh	Coupling enz	NPC1 promoter act	FLuc modulator	uPA surface inh	Rab9 prom act	ELG1 genotoxic	RORgamma inh	Giardia killer
COc1ccc(C2C3C(=O)N(Cc4ccccc4)C(=O)C3ON2c2ccccc2)c(OC)c1OC (stereo not given)	-15	-11%	-2%	-2	-2%	2%	5%	-1%	-7%	18%	14
CCn1c(SCC(=O)N/N=C/c2ccc(O)c(OC)c2)nc2ccccc21	-5	-14%	-2%	3	1%	?	2%	3%	-1%	22%	27
COc1ccc(C(=O)Nc2ccc(S(=O)(=O)N3CCCCC3)cc2)cc1	6	-13%	-1%	-1	-2%	1%	-2%	-5%	-5%	?	8

(continued)
SMILES	KCNH2 3.1 block	VP16 counter	Tb PFK inh	Coupling enz	NPC1 promoter act	FLuc modulator	uPA surface inh	Rab9 prom act	ELG1 genotoxic	RORgamma inh	Giardia killer
COc1cc([N+](=O)[O-])cc(/C=N/NC(=O)CSc2ccccn2)c1O	13	6.3µM*	-2%	-3	-3%	-12%	2%	1%	-7%	0.63µM*	-25
N#CC1(NC(=O)Cn2cc(C(F)(F)F)ccc2=O)CCCC1	-2	nt	-2%	nt	-2%	2%	-2%	-2%	-1%	nt	7
COc1ccc2[nH]cc(CCN3C(=O)c4ccc(C(=O)O)cc4C3=O)c2c1	-6	-9%	-8%	6	3.5µM*	21µM*	3%	1µM*	?	-9%	15
CC(C)(C)c1csc(NC(=O)Cc2cccs2)n1	-2	-5%	-11%	0	0%	15µM*	6%	16%	6%	43%	-1
COc1ccccc1CCNC(=O)c1cccc(S(=O)(=O)N2CCc3ccccc3C2)c1	-13	nt	5%	nt	0%	0%	2%	0%	1%	nt	-15
COc1ccccc1NC(=S)N1CCC(NC(=O)NC23CC4CC(CC(C4)C2)C3)CC1	-6	-2%	0%	0	-1%	1%	-2%	-1%	-4%	-2%	15
O=C(COC(=O)C1CC2C=CC1C2)NCc1ccco1 (stereo not given)	-8	3%	?	1	-2%	-9%	-5%	-3%	-1%	-24%	-9
CCn1cc(C(=O)OCC(=O)c2ccccc2)c(=O)c2ccc(C)nc21	8	-3%[10 µM]	-13%	-1	-2%	-2%	-2%	-10%	-9%	17%	-3
Cc1nc2sccn2c1P(c1c(C)nc2sccn12)c1c(C)nc2sccn12	4	-2%	-7%	2	1%	3%	-7%	-4%	1%	-21%	4
COc1ccc([N+](=O)[O-])cc1NC(=O)CCN1CCN(C)CC1	-3	-8%	0%	-3	0%	-3%	1%	1%	-22%	7%	7
COc1cc(C)ccc1OCCOc1c(Cl)cc(Cl)cc1Cl	6	7%	-2%	0	-2%	?	-1%	8%	0%	-8%	-8
CC(C)CNC(=O)c1ccccc1-c1ccccc1C(=O)O	-3	9%	1%	9	0%	0%	2%	1%	-2%	-8%	-8
CCOc1cc(C(=S)N2CCCC2)ccc1OC(=O)Cc1ccc(F)cc1	18	-3%	-10%	-11	-1%	0%	13%	2%	0%	?	-9
COc1ccc(CNC(=O)COC(=O)CNC(=O)c2sc3ccccc3c2Cl)cc1OC	-17	nt	-5%	nt	0%	?	-5%	-2%	2%	nt	-4
COc1ccc(CNS(=O)(=O)c2ccc(S(=O)(=O)N3CCCCC3)cc2)cc1	0	-2%	2%	5	0%	4%	4%	-7%	-1%	5%	12
COc1ccc(NC(=O)/C(=C\c2cccs2)NC(=O)c2ccco2)cc1	-12	-5%	-8%	3	-3%	-14%	-1%	-2%	1%	5%	9
Cc1ccc(/C=N/NC(=O)c2c[nH]c3ccccc23)o1	-11	14%	0%	0	22%	24µM*	?	27%	3%	27%	1
CCOc1ccc(N/N=C(/C#N)C(N)=O)cc1	-10	-15%	0%	0	15%	?	-6%	11%	3%	3%	-16
CCOC(=O)c1c(C)oc2ccc(OC(=O)COc3c(F)c(F)c(F)c(F)c3F)cc12	0	-8%	-2%	0	-2%	-19%	10%	-8%	6%	13%	2
O=c1nccc(SCc2ccc(Cl)cc2Cl)[nH]1	2	10%	-2%	-2	-5%	-8%	-12%	-8%	1%	2%	-1

Rows are unselected; overall some 14% were active at least once.
